KCNK3 inh: human KCNK3 channel inhibition, primary screen. O14649. CHO-KCNK3 thallium flux, FluxOR fluorescence; active compounds read low. B-score at 10 µM. 340,000 compounds, 0.84% hits. AID 602410;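 active = B-score under library mean minus 4 SD, starting fluorescence ratio at most library mean plus 5 SD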;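 also: more negative B-score means stronger inhibition of thallium flux through KCNK3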
DYRK1A inh: blocks rat Dyrk1A kinase activity; Q63470; ADP-Glo luminescence, NFATc1 peptide; inhibition, % at 12.5 µM; 310,000 compounds, 0.43% hits; in the data active = inhibition above about 50%;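 also: plate controls were vehicle with enzyme for no effect and no enzyme for full effect; many of its hits are not listed in these tables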
hERG protect: hERG (human) protection from proarrhythmic block; 310,000 compounds, 0.51% hits; AID 1511; Q12809; CHO-hERG, FluxOR thallium flux, dofetilide IC70 present; activation (rescue from dofetilide block), less the hit threshold, % at 10 µM;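 active = activation above the mean of controls blocked by dofetilide plus 5 SD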;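 also: thallium influx through hERG after potassium depolarization seen as dye fluorescence rise; in these data hits start at about 4.7%; inactives centre near -7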
RGS4 act: potentiators or activators of RGS4; B-score at 10 µM; 310,000 compounds, 0.92% hits; AID 463111; HEK293 M3R/inducible RGS4, carbachol calcium flux Fluo4; active compounds read low;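 active = B-score of the integrated calcium signal more than 4 SD below the library mean, with starting fluorescence not abnormally high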;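 also: negative B-score means reduced calcium response which marks RGS4 activation or potentiation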
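Assay system: Inducible-RGS4 HEK293 cells carrying M3 receptor | Schedule: Compound preincubation 20 min at room temperature before agonist | Signal: Kinetic calcium fluorescence imaging with Fluo4-AM dye, 2 µM | Read-out basis: B score from integrated fluorescence ratio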
PolyA inh: yeast polyadenylation inhibition | S. cerevisiae SKY197-pL101 polyadenylation reporter, beta-gal luminescence; efflux-impaired pdr1/pdr3 knockout yeast; score 100 = 6 SD above DMSO | calls only at 12 µM | 300,000 compounds, 0.02% hits;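 active = lowest replicate activity score at least 50, where 100 means six control SD above control mean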;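 also: yeast exposed to compound for 9 h at 30 °C; higher score means more reporter readthrough which indicates perturbed polyadenylation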
GSK3beta inhib: human GSK3beta kinase inhibition; P49841; GST-GSK3beta kinase, ADP-Glo luminescence, 60 min; active compounds read low; activity score (negative = inhibition), % at 10 µM; 300,000 compounds, 0.038% hits;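 active = more than half of replicate wells score below -50%, meaning over 50% inhibition versus plate controls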;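 also: 0% = median DMSO wells and -100% = median GW8510 positive control wells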
Target sequence (P49841 whole entry, looked up): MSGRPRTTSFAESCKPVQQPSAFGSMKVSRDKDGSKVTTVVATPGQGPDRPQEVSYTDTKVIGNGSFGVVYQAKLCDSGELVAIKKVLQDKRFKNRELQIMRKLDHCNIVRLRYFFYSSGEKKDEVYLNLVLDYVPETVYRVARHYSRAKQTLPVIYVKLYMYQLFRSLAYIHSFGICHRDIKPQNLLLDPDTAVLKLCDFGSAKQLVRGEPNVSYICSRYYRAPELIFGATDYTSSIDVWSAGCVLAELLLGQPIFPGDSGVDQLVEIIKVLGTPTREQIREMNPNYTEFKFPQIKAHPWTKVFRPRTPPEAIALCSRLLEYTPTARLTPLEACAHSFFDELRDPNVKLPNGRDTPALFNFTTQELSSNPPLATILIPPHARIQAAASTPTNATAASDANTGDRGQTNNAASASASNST
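Assay system: GST-tagged human GSK3beta kinase, cell-free; Input: 1.6 ng GSK3beta; Medium: Tris/MgCl2 kinase buffer; Timing: 60 min enzyme reaction, room temperature; Signal: ADP-Glo luminescence quantifying ADP generated by kinase; Evaluation: score relative to plate controls; Benchmarks: DMSO neutral wells and GW8510 at 20 µM as positive.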
KCNQ1 inh: human KCNQ1 channel inhibition | B-score at 10 µM | 310,000 compounds, 1.3% hits | AID 2642 | CHO-K1 KCNQ1, FluxOR thallium flux fluorescence; active compounds read high;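 active = compounds whose thallium flux B-score, printed positive for inhibition, exceeds three library SD while starting fluorescence stays within three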;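 also: channel opened by potassium depolarization with thallium stimulus after 20 min compound exposure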
KCNK9 block: inhibitors of human KCNK9 two-pore domain potassium channel. Q9NPC2. HEK293 KCNK9, FluxOR thallium flux fluorescence; active compounds read low. B-score at 10 µM. 310,000 compounds, 1.2% hits. AID 488922;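 active = ratio B-score over 3 SD below the library mean, with starting fluorescence within 5 SD of its mean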;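 also: negative B-score means less thallium flux so channel inhibition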
Target sequence (Q9NPC2 whole entry, looked up, the tested form may be a part): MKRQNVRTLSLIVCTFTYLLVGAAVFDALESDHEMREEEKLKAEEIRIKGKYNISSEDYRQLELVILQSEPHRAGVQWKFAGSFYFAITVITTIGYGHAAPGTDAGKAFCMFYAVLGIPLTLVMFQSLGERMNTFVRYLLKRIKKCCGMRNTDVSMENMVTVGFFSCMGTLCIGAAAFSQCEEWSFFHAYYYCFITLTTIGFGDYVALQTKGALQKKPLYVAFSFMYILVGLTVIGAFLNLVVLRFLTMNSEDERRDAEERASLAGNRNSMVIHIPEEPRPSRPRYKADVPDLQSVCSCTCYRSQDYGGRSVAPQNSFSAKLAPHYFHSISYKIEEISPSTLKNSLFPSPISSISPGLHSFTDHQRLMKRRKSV
GSK3 alpha inh: human GSK-3 alpha kinase inhibition | P49840 | ADP-Glo luminescence, 60 min | inhibition, % at 10 µM | 320,000 compounds, 0.1% hits | AID 2650;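 in the data active = inhibition above about 50%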;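 also: GST-tagged GSK-3 alpha with peptide substrate and 25 µM ATP; 0% = DMSO neutral wells and 100% = GW8510 positive control wells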
KCNQ1 act: human KCNQ1 channel potentiation or activation; P51787; CHO-K1 KCNQ1, thallium flux FluxOR fluorescence; active compounds read high; B-score at 10 µM; 310,000 compounds, 0.35% hits;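 active = fluorescence ratio B-score, a plate-corrected score, at least three library SD, with initial intensity B-score within 5 SD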
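System: Stable KCNQ1 CHO-K1 line | Incubation: 90 min dye loading and 20 min compound exposure, both at room temperature | Measure: Ratio B score | Medium: Assay buffer for compound exposure, DMSO matched across wells | Compound dosing: Single-concentration screen | Probe or stimulus: K+/Tl+ depolarizing stimulus | Measured by: Kinetic FluxOR fluorescence, 10 s baseline plus 110 s post-stimulus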
HDAC3 inhib: inhibitors of human histone deacetylase 3 | O15379 | AID 2718 | inhibition, % at 8.3 µM | recombinant HDAC3, fluorogenic peptide/trypsin coupled, fluorescence | 320,000 compounds, 0.15% hits; in the data active = inhibition above about 26%, passing the limit was not always enough
An asterisk follows results filed as active; i = inactive; · = no result given. This is a subset; the hit share may differ from the screen's.

Every second line gives: KCNK3 inh, DYRK1A inh, hERG protect, RGS4 act, PolyA inh, GSK3beta inhib, KCNQ1 inh, KCNK9 block, GSK3 alpha inh, KCNQ1 act, HDAC3 inhib
CCCC(=O)C1=C(O)C(C(=O)OC)C(C)(C)CC1=N (stereo unspecified)
  i, 1, -9, i, i, 4, i, i, -1, i, 8
CCOC(=O)C(NC(=O)c1ccccc1)(Nc1cc(C)on1)C(F)(F)F (stereo unspecified)
  i, 7, -9, i, i, 1, i, i, -5, i, 3
C=CCOC(=O)C1=C(C)OC(N)=C(C#N)C1c1c(C)nn(-c2ccccc2)c1Cl (stereo unspecified)
  -10*, -4, -7, i, ·, 1, i, -8.4*, -3, i, 3
COc1ccc(/C=C/C(=O)Nc2ccc3nc4n(c(=O)c3c2)CCCC4)cc1
  i, -6, -13, i, i, 1, i, i, -4, i, -4
COc1ccc(C2N(c3cc(C)on3)C(=O)C3CCCN32)cc1OC (stereo unspecified)
  i, 1, -6, i, i, 0, i, i, -1, i, -1
CCS(=O)(=O)C1=NN2C(=N)/C(=C\c3ccc(OC(=O)c4ccco4)c(OC)c3)C(=O)N=C2S1
  i, 0, -13, i, i, 1, i, i, 0, i, 13
CCN(CC)c1ccc(C=C(c2nnnn2-c2ccc(C)cc2)c2nnnn2-c2ccc(C)cc2)cc1
  i, 3, -4, i, i, 1, i, i, 0, i, -5
O=C(CNC(=O)c1cccs1)N/N=C/c1c(F)cccc1Cl
  i, -3, -9, i, i, 0, i, i, -1, i, 3
NC(=O)COC(=O)CNC(=O)c1ccc(Cl)cc1
  i, 1, -2, i, i, -1, i, i, ·, i, 3
CC1(C)Cc2c(sc(NC(=O)C(=O)N3CCN(CCO)CC3)c2C(N)=O)CO1
  i, -4, -7, i, i, 8, i, i, -2, i, -1
CCC(=O)N1CCC2(CC1)Oc1ccc(F)cc1C(=O)C21CC(c2ccccc2)=NO1 (stereo unspecified)
  i, 7, -11, i, i, -2, i, i, -22, i, -7
O=C(c1ccc(CS(=O)(=O)Cc2ccc(Cl)cc2)o1)N1CCCC1
  i, -3, -8, i, i, 4, i, i, -2, i, 3
CCC(CC)NC(=O)Cc1ccc(F)cc1
  i, -3, -10, i, i, 1, i, i, 0, i, 4
CCOc1ccc(NC(=O)CCN2C(=O)c3ccccc3C2=O)cc1
  i, ·, -7, i, i, -1, i, i, 0, i, 0
CC(C)n1c(SCc2cc(=O)[nH]c3ccccc23)nc2c1c(=O)n(C)c(=O)n2C
  i, -6, -6, i, i, -2, i, i, 3, i, 0
Fc1ccccc1CNc1ncnc2sccc12
  i, 4, -17, i, i, 1, i, i, 5, i, 0
CSc1ccc(CNC(=O)c2ccc(NC(=O)C3=CSCCO3)cc2)cc1
  i, ·, -9, i, i, -1, i, i, -1, i, 0
O=C(NCCc1ccccc1F)C1CCC(=O)N(Cc2ccc(Cl)cc2)C1 (stereo unspecified)
  i, 0, -13, i, i, -2, i, i, ·, i, ·
Cc1cc(C)c2c(N)c(C(=O)NN3CC(=O)N(c4ccccc4F)CC3=O)sc2n1
  i, -1, -2, i, i, 0, i, i, 0, i, -31
COc1cc(C(Nc2ccc3c(c2)OCO3)C(=O)NC2CCCCC2)cc(OC)c1OC (stereo unspecified)
  i, -8, -6, i, i, -2, i, i, 5, i, 3
Cc1ccccc1N1CCN(Cc2c(C#N)c3ccccc3n2C)CC1
  i, -1, -9, i, i, -1, i, i, 1, i, 4
COC(=O)C1C(=O)NC(SC)=C(C#N)C1c1ccccc1F (stereo unspecified)
  i, -1, -12, i, i, -6, i, i, 2, i, -7
Cc1nc(Nc2cnc(/C=C/c3cc(C(=O)Nc4cccc(C(F)(F)F)c4)ccc3C)cn2)cc(N2CCNCC2)n1
  ·, ·, -42, i, ·, -1, i, i, 1, i, 17
CCCSc1nnc2nc3c(nn12)c1ccccc1n3C
  i, -2, -12, i, i, 1, i, i, -1, i, 2
Cc1cccc(NC(=O)c2cc(S(=O)(=O)N3CCCC3)cn2C)c1
  i, 3, -8, i, i, 2, i, i, 4, i, 7
Cc1ccccc1NC(=O)Nc1ccccc1C(N)=O
  i, 3, -13, i, i, -3, i, i, -2, i, -3
COc1ccccc1C(=O)c1c(C)c(CCC#N)n2ccccc12
  i, 7, -5, i, i, 2, i, i, -4, i, 1
Cc1ccc(N(C(=O)c2csnn2)C(C(=O)NC(C)(C)C)c2cccs2)cc1 (stereo unspecified)
  i, 0, -6, i, i, -1, i, i, -3, i, 3
Cc1noc(/C=C/N(C)C)c1S(=O)(=O)N1CCCC(C(=O)Nc2ccc(F)cc2F)C1 (stereo unspecified)
  i, 1, -16, i, i, 10, i, i, 1, i, 4
C#CC(C)(CC)NC(=O)Cn1nnc(-c2cccc(C(F)(F)F)c2)n1 (stereo unspecified)
  i, 2, -7, i, i, -7, i, i, 1, i, 5

Next records
Every second line gives: KCNK3 inh, DYRK1A inh, hERG protect, RGS4 act, PolyA inh, GSK3beta inhib, KCNQ1 inh, KCNK9 block, GSK3 alpha inh, KCNQ1 act, HDAC3 inhib
Cc1ccn2c(C=O)c(-c3ccc(F)cc3)c(C=O)c2c1
  i, 37, -17, i, i, 3, i, i, -3, i, 5
CSC1=NCCN1C(=O)c1ccco1
  i, -13, -8, i, i, -2, i, i, -1, i, -8
O=C(c1cccs1)N1CCN(c2ncccn2)CC1
  i, 0, -7, i, i, 2, i, i, -2, i, 8
CCCn1c(SCC(=O)c2cc(C)c(C)cc2C)n[nH]c1=O
  i, 2, -3, i, i, 1, i, i, ·, i, 2
CNC(=S)N/N=C/c1cn(Cc2ccc(F)cc2)c2ccccc12
  i, -6, -6, i, i, 3, i, i, -1, i, 10
CC(C)C(NS(=O)(=O)c1cccc2nsnc12)C(=O)NC1CCCCC1 (stereo unspecified)
  i, -4, -9, i, i, ·, i, i, 1, i, -1
Cc1ccc(CN(C(=O)c2ccco2)C(C(=O)NC2CCCC2)c2cccnc2)cc1 (stereo unspecified)
  i, ·, -6, i, i, -2, i, i, -1, i, 3
Cc1nc(C(C)N(C)Cc2nc(-c3ccc4c(c3)OCO4)no2)c(C)s1 (stereo unspecified)
  i, 3, -12, i, i, -2, i, i, -11, i, 9
COCC(O)CSc1c([N+](=O)[O-])nc(C)n1Cc1ccc(OC)c([N+](=O)[O-])c1 (stereo unspecified)
  i, -2, 0, i, i, 4, i, i, -8, i, 2
COc1ccccc1C(=O)NC(=O)COC(=O)c1cccc(C)c1O
  i, 3, -15, i, i, 1, i, i, 1, i, 0
O=C(COc1ccccc1C(=O)O)Nc1nc2ccc([N+](=O)[O-])cc2s1
  i, 23, -10, i, i, -1, i, i, 2, i, -5
CN1CCN(C/C(=C2/N=C(c3ccccc3)OC2=O)N(C)C)CC1
  i, 0, -12, i, i, -4, i, i, -4, i, 7
COc1cc2c(cc1OC)C(NNC(=O)c1ccc(Br)o1)=NC(C)(C)C2
  i, 1, -8, i, i, 1, i, i, 1, i, 14
COCCCNC(=O)Cn1cnc2sc(C)c(S(=O)(=O)N3CCN(c4ccccc4OC)CC3)c2c1=O
  i, -8, -5, i, i, 2, i, i, -1, i, 2
Cc1cc(C)c(NC(=O)Cn2nnc(C(=O)NCCc3ccccc3)c2N)c(C)c1
  i, -2, -7, i, i, 1, i, i, 3, i, -3
c1ccc(OCCN2CCOCC2)cc1
  i, -1, -4, i, ·, -6, i, i, 4, i, 3
COc1ccc(CN(CCN2CCOCC2)C(=O)c2c(F)cccc2F)cc1OC
  i, 3, -11, i, i, 8, i, i, -3, i, 4
O=C(NC(=S)Nc1ccccc1Cl)c1cncc(C#Cc2ccccc2)c1
  i, -6, -4, i, i, 2, i, i, 0, i, 5
CCC(C(=O)N1CCOCC1)n1nc(C)c2sc3ccccc3c2c1=O (stereo unspecified)
  i, -5, -8, i, i, 0, i, i, -1, i, 0
COc1ccc(C)cc1NC(=O)C1C2C=CC(C2)C1C(=O)O (stereo unspecified)
  i, -1, -8, i, i, -1, i, i, 0, i, 4
CCN(CC)c1ccc(C2C3CCCCC3(O)CCN2C(=O)c2cccs2)cc1 (stereo unspecified)
  i, -3, -10, i, i, -10, i, i, 0, i, 1
Cc1cc(C)c2c(C(C)(C)C)nn(-c3ccccc3)c2n1
  i, 1, -6, i, i, 1, i, i, -1, i, -1
Cc1ccccc1NC(=O)COc1nsnc1N1CCOCC1
  i, 1, -10, i, i, 2, i, i, 0, i, -4
CCOC(=O)c1ccc(CNS(=O)(=O)c2c(C)ccc3nsnc23)o1
  i, -1, -7, i, i, 1, i, i, -4, i, -1
O=c1cc(CSc2nnc(C3CC3)n2Cc2ccccc2)nc2sccn12
  i, 3, -16, i, i, 1, i, i, -1, i, -2
CCCCOCCCNCc1cccn1CCN1CCOCC1
  i, -1, -5, i, i, 2, i, i, ·, i, -2
O=C1NC(=O)/C(=C/c2ccc(O)cc2)S1
  i, 90*, -13, i, i, -11, i, i, 28, i, 8
CCOc1ccccc1CN1CCN(Cc2nc3ccccc3s2)CC1CCO (stereo unspecified)
  i, -2, -12, i, ·, -3, i, i, 0, i, 0
COc1ccc(-c2[nH]ncc2CN2CCC(OCc3ccccn3)CC2)c(F)c1
  i, 6, -11, i, i, -17, i, i, 0, i, -4
CCCC1=C(C(=O)OCC)C(c2ccco2)n2ncnc2N1 (stereo unspecified)
  i, 7, -7, i, i, -43, i, i, 24, i, -3

Additional entries:
Every second line gives: KCNK3 inh, DYRK1A inh, hERG protect, RGS4 act, PolyA inh, GSK3beta inhib, KCNQ1 inh, KCNK9 block, GSK3 alpha inh, KCNQ1 act, HDAC3 inhib
O=C(c1ccccc1)N1CCCCC(S(=O)(=O)c2ccc3ccccc3c2)C1=O (stereo unspecified)
  i, -4, -8, i, i, -7, i, i, 4, i, -2
Cc1oc2c(CN(C)C)c(O)ccc2c(=O)c1-c1cscn1
  i, 1, -6, i, i, 1, i, i, 1, i, -11
CN(N)C(=S)NCc1ccccc1
  i, 6, -10, i, i, 0, i, i, 1, i, -9
CCN1CCN(C(=O)c2ccc3c(c2)N(Cc2ccc(F)cc2)C(=O)c2ccccc2S3=O)CC1 (stereo unspecified)
  i, -8, -5, i, i, -26, i, i, -1, i, 3
Cc1ccc(C(=O)CCNc2cccc(Br)c2)o1
  i, 6, -8, i, i, 3, i, i, -2, i, -5
Oc1ccc(Br)cc1/C=N/n1c(C2CCCCC2)n[nH]c1=S
  i, 9, -3, i, i, 1, i, i, 8, i, 1

Screens: PubChem, several laboratories
